Bioassay records as filed in PubChem.
M. tuberculosis HTS – M. tuberculosis growth inhibition, HTS (AID 449762); M. tuberculosis H37Rv growth inhibition, 7H9 media; higher % means a stronger effect; hit rate 0.59% among 330,000; inhibition, % at 25 µM; hits with a dose series show IC50 in µM; in the data active = a potency from the dose series; inconclusive = inhibition above about 70% without an active follow-up result;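 note: bacterial growth assessed after seven days of incubation; strong numbers were not always called active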
H1N1 NS1A inhibition – NS1A inhibition, H1N1 influenza, cell based functional assay (AID 504329). one-dose inhibition, % at 12.5 µM; IC50 in µM for titrated hits. NS1A functional cell-based assay, percent inhibition; higher % means a stronger effect. hit rate 0.3% among 340,000; in the data active = a potency from the dose series; inconclusive = inhibition above about 27% without an active follow-up result; note: strong numbers were not always called active
Salmonella PhoP GFP – Inhibition of PhoP regulon, Salmonella typhi GFP reporter cells, confirmation, 4 h (AID 1850) | Salmonella Typhi PhoP-promoter GFP reporter, fluorescence, 4 h; higher % means a stronger effect | inhibition, % at 50 µM; hits with a dose series show IC50 in µM | hit rate 0.33% among 310,000; in the data active = a potency from the dose series; inconclusive = inhibition mostly from about 25% at the one dose, without a potency; inactive = the rest, 99 in 100 with inhibition below about 19%;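 note: 0% = induced wells with vehicle and 100% = uninduced wells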
tuberculosis growth – growth inhibition of non-replicating M. tuberculosis (AID 488890); Mycobacterium tuberculosis non-replicating, growth inhibition; higher % means a stronger effect; inhibition, % at 25 µM, or IC50 in µM where a hit was titrated; hit rate 0.39% among 320,000; in the data active = a potency from the dose series; inconclusive = inhibition mostly from about 82% at the one dose, without a potency; inactive = the rest, 99 in 100 with inhibition below about 76%;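 note: plate controls were DMSO cells for no effect and high antibiotic wells for full effect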
inhibitors of VEEV – inhibitors of VEEV TC-83 cytopathic effect, confirmation, Vero cells (AID 588727) | Vero cells, VEEV TC-83 cytopathic effect inhibition; higher % means a stronger effect | one-dose inhibition, % at 20 µM; IC50 in µM for titrated hits | hit rate 0.13% among 350,000; in the data active = a potency from the dose series; inconclusive = inhibition mostly from about 14% at the one dose, without a potency; inactive = the rest, 99 in 100 with inhibition below about 12%; note: strong numbers were not always called active
inhibitors of VEEV 10K pilot screen – second read-out of inhibitors of VEEV, no call of its own (marks repeat the call); inhibition, %; measured here: 10K pilot screen inhibition
The depositor's hits bear a star; i = inactive; ? = inconclusive; · = not tested or not shown.

SMILES	M. tuberculosis HTS	H1N1 NS1A inhibition	Salmonella PhoP GFP	tuberculosis growth	inhibitors of VEEV	others
C#CC(CC)(CC)NC(=S)Nc1ccc(S(N)(=O)=O)cc1	7.1%	-3.0%	3.5%	-5.9%	i
O=C(OCN1C(=O)c2ccccc2C1=O)C1CCCCC1	6.2%	4.2%	-12.1%	-3.9%	0.6%
Cc1cccc(C(=O)Nc2cccc(-c3cnc4ccccc4n3)c2)c1	4.7%	7.8%	2.1%	9.0%	8.6%
Cc1ccc(NC(=O)CN(C)C(=O)CN2C(=O)NC(C)(c3ccccc3)C2=O)cc1 (centres undefined)	-8.9%	-6.1%	-10.8%	6.8%	1.4%
COC(=O)Cc1c(C)nc2nc(-c3ccccc3)[nH]n2c1=O	6.0%	-1.1%	-3.6%	-8.8%	1.4%
O=S(=O)(Cc1ccccc1Cl)CC(O)COc1ccccc1Cl (centres undefined)	11.2%	4.6%	-3.9%	58.1%	i
COc1ccccc1CC(=O)Nc1ccc(-c2noc(COc3ccc(Br)cc3)n2)cc1	5.7%	0.2%	2.6%	-10.9%	i
COc1ccc(C(CNCC(=O)Nc2ccccc2F)N(C)C)cc1 (centres undefined)	-2.1%	-2.1%	0.5%	1.0%	0.2%
Clc1nc(-c2ccccc2)cc(-c2ccc(Br)cc2)n1	·	-8.3%	-6.1%	·	i
O=C(COC(=O)c1ccccc1O)Nc1ccc(OC(F)F)cc1	-1.9%	1.3%	-4.7%	70.0%	0.8%
Cc1cc(-c2onc3ccc(Cl)cc23)ccc1O	7.0%	4.1%	-3.2%	-1.7%	7.4%
O=C(NC(=S)Nc1ccc(NC(=O)c2cccs2)cc1)c1ccco1	48.2%	5.1%	-1.5%	?	1.9%
Brc1c(C[n+]2ccccc2)nc2ccccn12	-4.7%	·	2.3%	-12.1%	i
Cc1ccc(S(=O)(=O)N(C)CCCC(=O)NC(C)(C)CO)cc1	-4.0%	0.0%	3.5%	-13.5%	0.2%
CC(C)C[C@H](NC(=O)c1nc[nH]c1C(=O)NCC(=O)OC(C)(C)C)C(=O)OC(C)(C)C	8.8%	-21.4%	8.2%	74.9%	0.7%
COc1ccccc1NC(=O)NC1CC(=O)N(c2ccc3c(c2)OCCO3)C1 (centres undefined)	-6.8%	8.0%	-3.4%	-5.1%	0.7%
CCOC(=O)N1CCN(C(=O)CSc2nnc(-c3cccc(Cl)c3)o2)CC1	?	9.0%	2.3%	?	0.1%
COc1cc(/C=N/N=C2/NC(=O)C(CC(=O)O)S2)ccc1OCc1cccc(Cl)c1 (centres undefined)	?	-1.7%	-4.1%	10.7%	5.4%
C/C=C/C(=O)N1c2ccc(C)cc2C(C)=CC1(C)C	-2.9%	-2.8%	5.6%	-1.9%	0.6%
COc1cc(C2N(c3cccc(Cl)c3)C(=O)C3CCCN32)cc(OC)c1OC (centres undefined)	4.5%	7.0%	7.6%	11.6%	0.9%
C=CCn1c(SCC(=O)N(C)C)nc2cc(C(=O)O)ccc2c1=O	4.3%	-7.2%	1.4%	1.4%	i
CCCNC(=O)c1ccc(COc2ccc(C(C)(C)C)cc2)o1	1.9%	-13.1%	1.3%	44.3%	i
Cc1ccc(-n2c(SCC3CCCCO3)nnc2-c2ccco2)cc1 (centres undefined)	1.6%	0.2%	-0.6%	23.7%	5.6%
COc1ccc(Nc2nc(N)nc(CSC(=S)N3CCN(C)CC3)n2)cc1	3.5%	-7.3%	-5.0%	-17.3%	1.1%

By substructure, those above containing bromine (three)
SMILES	M. tuberculosis HTS	H1N1 NS1A inhibition	Salmonella PhoP GFP	tuberculosis growth	inhibitors of VEEV	others
COc1ccccc1CC(=O)Nc1ccc(-c2noc(COc3ccc(Br)cc3)n2)cc1	5.7%	0.2%	2.6%	-10.9%	i
Clc1nc(-c2ccccc2)cc(-c2ccc(Br)cc2)n1	·	-8.3%	-6.1%	·	i
Brc1c(C[n+]2ccccc2)nc2ccccn12	-4.7%	·	2.3%	-12.1%	i

Carrying on.
SMILES	M. tuberculosis HTS	H1N1 NS1A inhibition	Salmonella PhoP GFP	tuberculosis growth	inhibitors of VEEV	others
O=S1(=O)CCC(N=Cc2ccc(-c3ccc(Cl)cc3)o2)C1 (centres undefined)	54.8µM*	-18.5%	1.9%	?	0.7%
CCOC(=O)NN=C1CCC(c2ccccc2)CC1 (centres undefined)	-1.4%	3.7%	-6.9%	-11.3%	0.9%
Cc1ccc(-n2c(-c3ccc(Cl)cc3)c[n+]3c2CCC3)cc1	-4.9%	-1.7%	8.6%	3.6%	i
Cc1c(Cl)c([N+](=O)[O-])nn1CCCC(=O)Nc1ccc(Cl)cc1Cl	5.9%	12.8%	-5.1%	24.3%	i	inhibitors of VEEV 10K pilot screen=0.0
O=C(COC(=O)c1ccccc1O)Nc1cccc(S(=O)(=O)N2CCCC2)c1	-1.3%	-14.9%	·	·	1.7%
CC(=O)N(C)CC#CCN1CCC(O)CC1	-2.5%	6.4%	-3.0%	-1.3%	0.3%
CCc1ccc(C(=O)COC(=O)c2cnccn2)cc1	5.9%	-12.2%	-6.2%	-1.2%	1.0%
O=C(O)C1CCCCC1C(=O)Nc1ccc(F)cc1F (centres undefined)	-3.7%	-1.4%	-5.4%	0.0%	i
CCC(NC(=O)c1ccccc1O)c1ccccc1 (centres undefined)	3.5%	6.1%	4.1%	28.7%	i
COc1ccc(OCCCCOc2ccccc2Cl)cc1	-1.0%	1.0%	3.8%	45.1%	i
CCC(=O)Nc1cccc(NC(=O)CSc2nnnn2C)c1	4.8%	3.6%	7.5%	5.3%	2.1%
Cn1c(=O)n(C)c2cc(NC(=O)CSc3nnc(-c4ccccc4O)n3-c3ccccc3)ccc21	2.4%	2.2%	6.8%	-4.6%	8.4%
O=C(Nc1ccccc1Cc1ccccc1)c1ccc2c(c1)SC1=NS(=O)(=O)CCN12	5.8%	6.5%	8.0%	4.6%	1.9%
Cc1ccc(Cl)cc1N1CCN(S(=O)(=O)c2c(C)[nH]c(=O)[nH]c2=O)CC1	3.8%	-4.1%	8.8%	0.8%	0.5%
COc1ccccc1NC(=O)NNC(=O)c1ccc2c(c1)NC(=O)C(C)(C)O2	-10.0%	-7.6%	9.6%	-7.2%	0.8%
N#CC(C#N)=Cc1cccn1-c1ccc(C(=O)O)cc1	-4.5%	-1.5%	-14.0%	-3.9%	0.1%
CCN(C(=O)CSc1ccccn1)C1CCCCC1	6.5%	-5.7%	·	27.0%	1.1%
C[C@]12CCC3C(CC[C@H]4CCCC[C@]34C)C1CC[C@@]2(O)CNCCO (some centres undefined)	32.5%	0.8%	5.1%	30.3%	>12.5µM*
N#C/C(=C(\O)c1ccco1)c1ccccn1	1.4%	-4.7%	7.2%	-3.8%	6.0%
CC1CCCCC1NC(=O)CSc1nc2ccccc2[nH]1 (centres undefined)	1.6%	-3.3%	-4.2%	-2.6%	1.2%
Cc1ccc(C(=O)/C=C2\NCC(C)NC2=O)cc1 (centres undefined)	-13.9%	3.2%	3.2%	-2.6%	9.9%
Brc1ccccc1Cn1c(-c2cscn2)nc2ccccc21	3.0%	-34.2%	-7.3%	20.8%	i
COc1ccc(NC(=O)c2cccc3c2C(=O)N(C2CCCCC2)C3)cc1	-2.3%	-2.5%	1.7%	10.7%	3.7%
Cc1ccc(NC(=O)CN2C(=O)COc3ccc(S(=O)(=O)N4CCOCC4)cc32)cc1F	4.8%	0.8%	3.3%	-7.5%	i
CCCCC(=O)N=c1sc2c(OC)ccc(OC)c2n1C	-10.9%	5.6%	11.9%	11.9%	6.9%
O=C(/C=C/c1ccc(Br)o1)Nc1nccs1	3.0%	-3.6%	-19.4%	25.9%	0.2%
Cc1cc(C)c2c(N)c(C(=O)NN3CC(=O)N(c4cccc(Cl)c4)CC3=O)sc2n1	6.6%	-10.7%	7.5%	-12.6%	0.8%
O=C(CCCOc1ccc(Cl)cc1)Nc1cccc(C(=O)O)c1	7.0%	-4.6%	4.2%	-12.6%	0.1%
CCOC(=O)c1sc2nccc(N(C)C)c2c1N=CNOCc1ccccc1	60.4%	-92.4%	-5.5%	32.8%	7.9%
COc1ccc(/C(N)=N/OC(=O)c2cccc([N+](=O)[O-])c2C)cc1	-2.7%	7.0%	10.1%	27.9%	8.3%
Cc1ccc(N(CN2C(=O)c3ccccc3C2=O)C(=O)c2ccc([N+](=O)[O-])cc2[N+](=O)[O-])cc1	7.2%	8.9%	-0.4%	45.0%	0.4%
CSc1cccc(CNC(=O)C2CCC(=O)N(CCCN3CCCC3=O)C2)c1 (centres undefined)	-8.7%	-7.7%	-8.8%	-13.3%	1.5%
CN(C)S(=O)(=O)c1ccc(Cl)c(C(=O)NNC(=O)Cn2ccc(C(F)(F)F)n2)c1	·	-9.0%	·	·	1.0%
COc1cccc(CNC(=O)c2ccc(NC(=O)CC3SC(N4CCCC4)=NC3=O)cc2)c1 (centres undefined)	7.1%	-4.4%	·	2.2%	0.8%
CC(=O)c1nn(-c2ccc(Br)cc2)cc1C(=O)c1ccco1	20.4%	-21.0%	-14.3%	8.9%	8.1%
CCc1c(C(=O)Nc2ccc(C)c(C)c2)[nH]c(C)c1C(C)=O	3.4%	4.0%	-4.8%	17.1%	5.5%

Four structures from above, arranged by SMILES length, rising:
SMILES	M. tuberculosis HTS	H1N1 NS1A inhibition	Salmonella PhoP GFP	tuberculosis growth	inhibitors of VEEV	others
N#C/C(=C(\O)c1ccco1)c1ccccn1	1.4%	-4.7%	7.2%	-3.8%	6.0%
CCC(=O)Nc1cccc(NC(=O)CSc2nnnn2C)c1	4.8%	3.6%	7.5%	5.3%	2.1%
N#CC(C#N)=Cc1cccn1-c1ccc(C(=O)O)cc1	-4.5%	-1.5%	-14.0%	-3.9%	0.1%
Cc1ccc(N(CN2C(=O)c3ccccc3C2=O)C(=O)c2ccc([N+](=O)[O-])cc2[N+](=O)[O-])cc1	7.2%	8.9%	-0.4%	45.0%	0.4%

Going on with the list.
SMILES	M. tuberculosis HTS	H1N1 NS1A inhibition	Salmonella PhoP GFP	tuberculosis growth	inhibitors of VEEV	others
CCN(Cc1ccccc1)C(=O)CN1C(=O)COc2ccc(S(=O)(=O)N3CCCCCC3)cc21	2.4%	3.2%	0.6%	19.5%	9.6%
O=c1ccc(-c2ccc(S(=O)(=O)Nc3ccccc3Cl)o2)n[nH]1	8.5%	5.7%	4.4%	-1.1%	1.9%
COc1ccc(-c2n[nH]c(=S)n2Cc2ccccc2)cc1OC	6.8%	-2.5%	-6.1%	-8.7%	1.4%
CSc1nc(C)c(Cl)c(C)c1C#N	-12.3%	5.7%	8.5%	-6.2%	0.5%
Cc1cc(C)cc(OCC(=O)OCC(=O)Nc2ccc(Cl)cn2)c1	-3.4%	-2.4%	-7.7%	12.9%	i
O=C(NCCCn1ccnc1)c1cc(C2CC2)on1	1.5%	-6.1%	17.6%	·	i
Cc1ncoc1C(=O)N1CCCC(N2CCN(c3cccc(C(F)(F)F)c3)CC2)C1 (centres undefined)	-3.3%	-7.7%	-13.0%	8.2%	2.5%
CCCC(=O)Oc1cccc(C2NC(=O)c3ccccc3O2)c1 (centres undefined)	-4.5%	1.4%	-3.4%	7.5%	0.3%
CCCCCC(C)NC(=O)CN1C(=O)NC(C)(c2ccc3ccccc3c2)C1=O (centres undefined)	0.5%	-9.3%	-8.1%	-0.7%	6.1%
COc1cc(C(F)(F)F)nc2c(Br)c(C(C)(C)C)nn12	-1.0%	·	4.1%	16.7%	i
CC(NC(=O)NC12CC3CC(CC(C3)C1)C2)c1ccc2c(c1)OCO2 (centres undefined)	4.1%	12.5%	-0.6%	47.5%	1.5%
CCN(Cc1ccccc1)Cc1ccc(OCc2ccccc2)c(OC)c1	7.8%	-4.8%	-9.0%	76.3%	0.2%
C=CC[C@@H](CC(=O)N[C@@H](CO)Cc1ccccc1)C(=O)N[C@@H](COC(=O)[C@H](CC=C)CC(=O)OC(C)(C)C)Cc1c[nH]c2ccccc12	2.1%	-0.3%	·	49.1%	0.2%
Cc1cc(Cl)ccc1NC(=O)COC(=O)c1nc2nccc(C)n2n1	-2.9%	-7.0%	-3.3%	0.0%	0.2%
CCN(CC)S(=O)(=O)c1ccc(C)c(NC(=O)COc2ccc3c(C)cc(=O)oc3c2)c1	-7.4%	-5.8%	-6.3%	-12.1%	i
CC(C)CCNC(=O)CCn1nc(-c2ccccc2)ccc1=O	-7.0%	-1.4%	-6.6%	5.5%	0.9%
CCCCCCCC(=O)N/N=C/c1cccnc1	34.2%	-3.2%	-7.2%	-24.1%	0.9%
CCc1ccc(NC(=O)CSc2nc(=O)n(CCCN3CCOCC3)c3c2CCCC3)cc1	-1.2%	-0.8%	6.4%	1.3%	8.1%
Cc1cccc(NS(=O)(=O)c2cc(C(=O)N3CCCC3)ccc2Cl)c1	-4.5%	-6.3%	10.4%	2.0%	0.2%
